All columns: NCI-60 one-dose screen, growth in % after 48 h at 10 µM unless noted; 100 = growth as untreated, 0 = no growth, -100 = all killed.
SF-539 = SF-539 CNS cancer; 81,000 compounds, 6.8% hits
SF-295 = SF-295 CNS cancer cells | 79,000 compounds, 5.6% hits | AID 1794758
PC-3 = PC-3 prostate cancer cells; 80,000 compounds, 3.9% hits
SNB-75 = SNB-75 CNS cancer; 79,000 compounds, 5% hits
U251 = U251 CNS tumor cells; 80,000 compounds, 5.4% hits; AID 1794753
SF-268 = SF-268 CNS cancer cells; 82,000 compounds, 3.1% hits; AID 1794759
SNB-19 = SNB-19 CNS cancer cells; 81,000 compounds, 2.5% hits
HCC-2998 = HCC-2998 colon cancer | 79,000 compounds, 4.7% hits | AID 1794799
DU-145 = DU-145 prostate cancer. 81,000 compounds, 4.2% hits
* = called active by the depositor; / = no result given; & = joins results of further samples. How the source made its calls: active means growth percent below 10; inactive means the rest.

Assay codes – A = SF-539; B = SF-295; C = PC-3; D = SNB-75; E = U251; F = SF-268; G = SNB-19; H = HCC-2998; I = DU-145
> O=C(/C=C1\C=CN(CCCCCO)c2ccccc21)n1ccc2ccccc21
  A: 98; B: 99; C: 92; D: 93; E: 106; F: 100; G: 103; H: 118; I: 114
> CCN(C)N=Nc1ccc(C(N)=O)cc1
  A: 94; B: 104; C: 90; D: 103; E: 102; F: 130; G: 104; H: 111; I: 120
> O=C(/C(=C/c1ccccc1)CN1CCCCC1)c1ccccc1
  A: -43*; B: 39; C: -9.7*; D: 31; E: -23*; F: -9.8*; G: 46; H: -91*; I: 8.2*
> Cc1nc(-c2ccccc2)cc2c(O)c(C(=O)N/N=C/c3ccc(N(C)C)cc3)[nH]c(=O)c12
  A: 70; B: 94; C: /; D: 62; E: 42; F: 82; G: 117; H: 95; I: 75
> COc1cc(-c2cc(-c3ccccc3)nc3nc(N)[nH]c(=O)c23)ccc1Oc1ccnc2cc(Cl)ccc12
  A: 95; B: 97; C: 84; D: 85; E: 96; F: 102; G: 86; H: 97; I: 111
> O=C1c2ccccc2C2/C(=C(/Br)c3ccc(F)cc3)CCCN12 (configuration not stated)
  A: 98; B: 98; C: 99; D: 101; E: 105; F: 102; G: 106; H: 121; I: 107
> CC1(C)CC[C@]2(C(=O)N3CCCNCC3)CC[C@]3(C)C(=CC[C@@H]4[C@@]5(C)C/C(=C\c6cccnc6)C(=O)C(C)(C)[C@@H]5CC[C@]43C)[C@H]2C1
  A: 108; B: 102; C: 93; D: 98; E: 96; F: 109; G: 99; H: 109; I: 116
> COCCn1cc(-c2csc(-c3cn(C)c4ccc(F)cc34)n2)c2cccnc21
  A: 78; B: 74; C: 47; D: 76; E: 65; F: 77; G: 83; H: 50; I: 70
> Nc1nc(-c2ccccc2)c(N=Nc2ccc([N+](=O)[O-])cc2)s1
  A: 95; B: 112; C: 81; D: 119; E: 100; F: 102; G: 96; H: 115; I: 114
> O=C(N/N=c1/ccoc2cccnc12)N1CCN(c2ncccn2)CC1
  A: 45; B: 16; C: 26; D: 71; E: 18; F: 37; G: 35; H: 26; I: 51
> Cc1cccc(NC(=O)c2sc3nc4c(cc3c2N)C(=O)CCC4)c1
  A: -28*; B: 21; C: 27; D: 4.9*; E: /; F: 65; G: 42; H: 34; I: 9.0*
> CC(C(=O)c1ccccc1)C1(O)C(=O)Nc2ccc(Cl)cc21 (configuration not stated)
  A: 94; B: 103; C: 90; D: 56; E: 92; F: 99; G: 109; H: 102; I: 109
> O=c1c2cccc(F)c2sc2c(NCCCNCCO)nc3ccccc3c12
  A: 41; B: 64; C: 38; D: 46; E: 39; F: 42; G: 44; H: -52*; I: 24
> CCCCCc1[nH]c(=O)[nH]c(=O)c1Br
  A: 99; B: 98; C: 99; D: 98; E: 106; F: 104; G: 107; H: 100; I: 110
> Cc1ccc2c(n1)C(=O)C(Br)=C(c1ccccc1)C2=O
  A: 84; B: 104; C: 69; D: 86; E: 48; F: 66; G: 74; H: 99; I: 80
> COc1cc(-c2nn(C(C)(C)C)cc2-c2ccnc(NCCCNS(=O)(=O)c3ccc(C)cc3)n2)ccc1F
  A: 87; B: 75; C: 50; D: 78; E: 77; F: 76; G: 93; H: 97; I: 95
> COc1ccc2nc(-c3ccc(Cl)cc3)cc(C(=O)O)c2c1
  A: 98; B: 108; C: 84; D: 88; E: 95; F: 112; G: 93; H: 98; I: 104
> CC(=O)c1ccc(OCc2cccc(Cn3ccnc3)n2)c(OCc2cccc(Cn3ccnc3)n2)c1
  A: 102; B: 92; C: 94; D: 96; E: 94; F: 96; G: 96; H: 96; I: 103
> O=C(O)c1cccc2c1Oc1ccccc1S2(=O)=O
  A: 113; B: 116; C: 108; D: 86; E: 98; F: 95; G: 99; H: 99; I: 101
> COc1ccc(-c2nnc3ccc(NNC(C)=O)nn23)cc1
  A: 102; B: 100; C: 105; D: 105; E: 104; F: 88; G: 96; H: 111; I: 104
> CC(O)C(=O)NCc1ccccc1 (configuration not stated)
  A: 97; B: 94; C: 92; D: 77; E: 99; F: 98; G: /; H: 97; I: 105
> Cc1ccc(S(=O)(=O)n2cc(C=O)c3ccccc32)cc1
  A: 95; B: 114; C: 86; D: 91; E: 89; F: 90; G: 92; H: 101; I: 99
> CC(=O)N1N=C(c2ccc(Oc3nnnn3-c3ccccc3)cc2)OC1c1ccc(F)cc1 (configuration not stated)
  A: 115; B: 106; C: 83; D: 110; E: 98; F: 95; G: 117; H: 111; I: 103
> CCCCCCN(N)C(=O)CC#N
  A: 109; B: 96; C: 97; D: 86; E: 103; F: 94; G: 112; H: 97; I: 100
> N#CCCN(CCC#N)S(=O)(=O)c1ccccc1
  A: 98; B: 95; C: 95; D: 67; E: 99; F: 94; G: 109; H: 97; I: 106

Gathered by group: the compounds so far containing a cyano group
Assay codes – A = SF-539; B = SF-295; C = PC-3; D = SNB-75; E = U251; F = SF-268; G = SNB-19; H = HCC-2998; I = DU-145
> CCCCCCN(N)C(=O)CC#N
  A: 109; B: 96; C: 97; D: 86; E: 103; F: 94; G: 112; H: 97; I: 100
> N#CCCN(CCC#N)S(=O)(=O)c1ccccc1
  A: 98; B: 95; C: 95; D: 67; E: 99; F: 94; G: 109; H: 97; I: 106

Remaining list, next part:
Assay codes – A = SF-539; B = SF-295; C = PC-3; D = SNB-75; E = U251; F = SF-268; G = SNB-19; H = HCC-2998; I = DU-145
> COc1ccc(/C=C\c2cc(OC)c(OC)c(OC)c2)cc1OCC(=O)Nc1ccc2ncsc2c1
  A: 93; B: 82; C: 53; D: /; E: 85; F: 89; G: 92; H: 99; I: 102
> O=C(CN1C(=O)S/C(=C\c2ccc(Br)cc2)C1=O)Nc1ccc(C(=O)/C=C/c2cc3ccccc3nc2Cl)cc1
  A: 95; B: 88; C: 88; D: 83; E: 94; F: 90; G: 94; H: 108; I: 96
> O=C(c1ccc(-n2c(=O)[nH]c3ccccc3c2=O)cc1)N1CCOCC1
  A: 94; B: 102; C: 103; D: 81; E: 105; F: 88; G: 96; H: 116; I: 105
> CCN(N=O)c1ccc(/C=C2/C=Cc3ccccc32)cc1
  A: 102; B: 132; C: 87; D: 99; E: 91; F: 102; G: 107; H: 20; I: 111
> COc1cc(-c2nc(SCc3ccc(C)cc3)[nH]c(=O)c2C#N)ccc1OCc1ccccc1
  A: 101; B: 106; C: 107; D: 97; E: 102; F: 98; G: 97; H: 117; I: 106
> CN1C(=S)N(C)C2C1NN=C1SC(c3ccccc3)=CC(=O)N12 (configuration not stated)
  A: 91; B: 98; C: 88; D: 115; E: 95; F: 108; G: 99; H: 106; I: 106
> CC1=NN(c2ccccc2)C(=O)/C1=C\c1cc(=O)oc2ccc(C)cc12
  A: 107; B: 98; C: 74; D: 103; E: 93; F: 105; G: 101; H: 102; I: 90
> COc1nc(N)c(CNCc2ccccc2)c(=O)n1C
  A: 90; B: 98; C: /; D: 75; E: 103; F: 108; G: 95; H: 100; I: 113
> O=C(O)Cc1ccc(F)cc1
  A: 101; B: 105; C: 95; D: 91; E: 96; F: 103; G: 108; H: 103; I: 106
> NC(=O)Cc1nc(O)cs1
  A: 100; B: 117; C: 77; D: 95; E: 101; F: 109; G: 106; H: 91; I: 114
> N#Cc1c(-c2ccc(Cl)cc2)nc(SCc2ccccc2)nc1N1CCOCC1
  A: 95; B: 100; C: 81; D: 103; E: 94; F: 92; G: 100; H: 112; I: 95
> CC(=O)CC(c1ccc([N+](=O)[O-])cc1)c1c(O)c2ccccc2oc1=O (configuration not stated)
  A: 97; B: 104; C: 92; D: 82; E: 104; F: 99; G: 109; H: 105; I: 106
> CCOC(=O)c1c2c(cn1Cc1cc(OC)cc(OC)c1)-c1oncc1CC2
  A: 92; B: 99; C: 105; D: 83; E: 96; F: 95; G: 90; H: 112; I: 113
> O=C(N/N=C/c1cc2ccccc2n2nnnc12)Nc1ccccc1
  A: 106; B: 104; C: 101; D: 103; E: 104; F: 101; G: 97; H: 108; I: 103
> CCOC(=O)C1C(=O)NC(C(=O)OCC)(C(=O)OCC)C1C(C)CC (configuration not stated)
  A: 98; B: 120; C: 93; D: 104; E: 107; F: 106; G: 105; H: 111; I: 116
> O=C(CSc1nnc(-c2c[nH]c3ccccc23)n1-c1ccccc1)c1ccc(Cl)cc1
  A: 49; B: 55; C: 60; D: 55; E: 30; F: 69; G: 40; H: 78; I: 88
> CC(SC(C)C(=O)N/N=C/c1c[nH]c2ccccc12)C(=O)N/N=C\c1c[nH]c2ccccc12 (configuration not stated)
  A: 99; B: 139; C: 83; D: 93; E: 104; F: 109; G: 98; H: 104; I: 114
> O=C1C(Cl)=C(Nc2ccc(S(=O)(=O)N3CCOCC3)cc2)C(=O)c2ccccc21
  A: 2.1*; B: 100; C: 46; D: 71; E: 45; F: 78; G: 97; H: 106; I: 101
> Cc1ccc(C)c2c1sc1nc(Nc3ccc(Cl)cc3)c(C#N)c(=O)n12
  A: 112; B: 95; C: 71; D: 72; E: 117; F: 95; G: 86; H: 92; I: 119
> C/C(=N\Nc1nnc(/C=C\c2ccco2)c(=O)[nH]1)C(=O)O
  A: 98; B: 94; C: 98; D: 78; E: 109; F: 102; G: /; H: 110; I: 111
> COc1ccc(N=Nc2c(N)nn3c(-c4ccc5c(c4)C=S=C5)ccnc23)cc1
  A: 23; B: 34; C: 25; D: 36; E: 35; F: 68; G: 60; H: 48; I: 35
> COc1cc(OCc2cccc(-c3ccc(C(O)c4nccs4)cc3)c2C)cc(OC)c1CNCCNC(C)=O (configuration not stated)
  A: 101; B: 103; C: 90; D: 85; E: 91; F: 97; G: 95; H: 124; I: 111
> CCc1cccc2c3c(sc12)C(c1ccc(F)cc1)c1c(nc(CC(=O)Nc2ccccc2)[nH]c1=O)O3 (configuration not stated)
  A: 101; B: 102; C: 89; D: 47; E: 105; F: 78; G: 104; H: 119; I: 87
> O=C(CCc1ccc(-c2ccc(F)cc2)o1)Nc1ncc(Cc2ccc(F)cc2)s1
  A: 79; B: 96; C: 86; D: 79; E: 102; F: 90; G: 88; H: 96; I: 102
> Cc1c[n+](=O)c2ccccc2n1[O-]
  A: 93&99; B: 95&96; C: 91&88; D: 94&85; E: 103&103; F: 110&105; G: 107&108; H: 93&92; I: 106&111

The list continues.
Assay codes – A = SF-539; B = SF-295; C = PC-3; D = SNB-75; E = U251; F = SF-268; G = SNB-19; H = HCC-2998; I = DU-145
> O=C(NCn1c(=O)[nH]c2ccccc2c1=O)OCc1ccccc1
  A: 95; B: 92; C: 100; D: 82; E: 102; F: 96; G: 91; H: 112; I: 110
> c1cc(N2CCOCC2)nc(NCCCNc2nc(N3CCOCC3)nc(N3CCOCC3)n2)n1
  A: 104; B: 101; C: 96; D: 84; E: 100; F: 90; G: 100; H: 114; I: 98
> CNS(=O)(=O)/N=C1\NC(=O)NC1=C(Cl)Cl
  A: 106; B: 111; C: 102; D: 115; E: 103; F: 105; G: 101; H: 109; I: 118
> CSc1ncc(Br)c(Nc2ccc(Br)cc2)n1
  A: 96; B: 101; C: 82; D: 79; E: 92; F: 90; G: 97; H: 112; I: 102
> Cc1ccc(S(=O)(=O)/N=c2/n(-c3ccccc3)nc3n2CCN3C2=NCCN2)cc1
  A: 105; B: 104; C: 103; D: 94; E: 96; F: 100; G: 100; H: 120; I: 113
> O=C(CC(c1ccccc1)(c1ccccc1)c1ccccc1)c1ccccc1
  A: 102; B: 75; C: 58; D: 80; E: 78; F: 77; G: 87; H: /; I: 96

Look-ups from above.
In SF-539, O=C(NCn1c(=O)[nH]c2ccccc2c1=O)OCc1ccccc1 reads 95
In HCC-2998, CSc1ncc(Br)c(Nc2ccc(Br)cc2)n1 reads 112

Pulled by structure from the entries so far:
Assay codes – A = SF-539; B = SF-295; C = PC-3; D = SNB-75; E = U251; F = SF-268; G = SNB-19; H = HCC-2998; I = DU-145
> O=C(N/N=C/c1cc2ccccc2n2nnnc12)Nc1ccccc1
  A: 106; B: 104; C: 101; D: 103; E: 104; F: 101; G: 97; H: 108; I: 103
> COCCn1cc(-c2csc(-c3cn(C)c4ccc(F)cc34)n2)c2cccnc21
  A: 78; B: 74; C: 47; D: 76; E: 65; F: 77; G: 83; H: 50; I: 70
> COc1ccc(N=Nc2c(N)nn3c(-c4ccc5c(c4)C=S=C5)ccnc23)cc1
  A: 23; B: 34; C: 25; D: 36; E: 35; F: 68; G: 60; H: 48; I: 35
